# Screening results deposited in PubChem BioAssay by National Center for Advancing Translational Sciences (NCATS).
# IL-1B inflam inh – qHTS for Inhibitors of Inflammasome Signaling: IL-1-beta AlphaLISA Primary Screen; activity change, % at 57.5 µM; THP-1 LPS/ATP IL-1B secretion, AlphaLISA, 16 h; active compounds read low; actives 4.7% (n = 360,000); in the data active = activity change below about -50%; inconclusive = mostly about -30% to -49%; also: % is scaled to controls: 0 for no effect and ±100 for the full control effect
#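 Secreted IL-1B measured by AlphaLISA bead assay after 16 h compound exposure of THP-1 cells; compounds (final up to 57.5 uM) added 1 h before LPS (250 ng/mL) and ATP (1.25 mM) stimulation; lower signal means less secretion.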
# KB-V1 MDR tox – qHTS assay for MDR1-selective chemotherapeutics: Primary screen using the drug-selected MDR subline cells KB-V1; KB-V1 MDR cells viability, CellTiter-Glo, 72 h; Potency, µM (top dose mostly 46.1 µM), for inactives: at the top dose activity change, negative = cytotoxicity, most hits filed as cytotoxic; actives 3.4% (n = 400,000); AID 1347076, 2019; also: potency is read from the fitted curve at half-maximal effect; % is scaled to controls: 0 for no effect and ±100 for the full control effect; nearly all actives have a fitted effect of over 60% in size
#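 Readout: CellTiter-Glo luminescence, 10 min after addition. Cells: KB-V1 MDR subline, 72 h at 37 degrees C with compound. Analysis: corrected, normalized data fitted to concentration-effect curves.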
# KB-3-1 tox – qHTS assay for MDR1-selective chemotherapeutics: Primary screen using the parental adenocarcinoma cell KB-3-1; Potency, µM (doses to about 46.1 µM), for inactives: at the top dose activity change, negative = cytotoxic, actives largely listed as cytotoxic; actives 1.4% (n = 400,000); KB-3-1 viability, CellTiter-Glo ATP luminescence, 72 h; also: potency is read from the fitted curve at half-maximal effect; % is scaled to controls: 0 for no effect and ±100 for the full control effect; nearly all actives have a fitted effect of over 60% in size
#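 KB-3-1 parental drug-naive adenocarcinoma cells in DMEM/10% FBS, incubated 72 h at 37 C with pin-transferred compounds across a concentration series. Viability by CellTiter-Glo luminescence; concentration-response curves fitted after normalization.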
# ATXN viability – Viability Counterscreen for Primary qHTS for Inhibitors of ATXN expression | S2 cells (HEK-293 line with an ATXN2-luciferase reporter) viability, CellTiter-Fluor protease fluorescence, 24 h | Potency, µM (top dose mostly 56.7 µM), hits mostly cytotoxic | actives 0.49% (n = 400,000) | AID 651635, 2014; also: potency is read from the fitted curve at half-maximal effect; nearly all actives have a fitted effect of over 40% in size
# ATXN2 expr inh – Primary qHTS for Inhibitors of ATXN expression; HEK-293 ATXN2-luciferase reporter, luminescence, 24 h; Potency, µM (series often up to 57 µM), for inactives: at the highest dose activity change, negative = inhibition, usual class: inhibitors; actives 0.72% (n = 360,000); also: potency is read from the fitted curve at half-maximal effect; % is scaled to controls: 0 for no effect and ±100 for the full control effect; nearly all actives have a fitted effect of over 55% in size
#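 qHTS (up to 57 uM final) was run with 24 h compound exposure of reporter cells at 37 °C. Each well was multiplexed: SteadyGlo luminescence measured ATXN2-luciferase expression after a fluorogenic Gly-Phe-AFC viability readout (25 uM final).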
# MCF10A rereplic – A quantitative high throughput screen for small molecules that induce DNA re-replication in MCF 10a normal breast cells. MCF 10A DNA re-replication, Hoechst nuclear intensity, 48 h. Potency, µM (titrated, usually from 46.1 µM), without a hit: top-dose activity, positive = re-replication, usual class: activators. actives 2.9% (n = 350,000). AID 624296, 2012; also: potency is read from the fitted curve at half-maximal effect; % of control where 0% means no effect; nearly all actives have a fitted effect of over 50% in size
# SW480 rerep – A quantitative high throughput screen for small molecules that induce DNA re-replication in SW480 colon adenocarcinoma cells | Potency, µM (top dose mostly 46.1 µM), for inactives: top-dose re-replication activation, most hits filed as activators | actives 1.8% (n = 340,000) | SW480 DNA re-replication, Hoechst DNA content imaging, 48 h; also: potency is read from the fitted curve at half-maximal effect; % of control where 0% means no effect; nearly all actives have a fitted effect of over 55% in size
#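 Quantitative HTS format with DMSO vehicle controls; 48 hr drug incubation at 37 C, then 40 min Hoechst staining and scanning imager measurement at 405 nm excitation.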
# HT1080 IDH1KD tx – qHTS for induction of synthetic lethality in tumor cells producing 2HG: qHTS for the HT-1080-IDH1KD cell line | HT-1080 IDH1 knockdown viability, ATP luminescence, 48 h | Potency, µM (doses to about 46.1 µM), without a hit: at the highest dose activity, negative = toxicity, usual class: cytotoxic | actives 2% (n = 360,000);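 also: potency is read from the fitted curve at half-maximal effect; 0% = DMSO wells and -100% = cell-free medium wells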
#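 IDH1KD HT-1080 cells, 750/well, RPMI + 5% FBS; compound pinned after 2 h settling; 48 h, 37 °C; CellTiter-Glo luminescence; % activity normalised to DMSO and no-cell wells; curves fitted, classed by r2 and efficacy.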
# HT1080-NT tox – qHTS for induction of synthetic lethality in tumor cells producing 2HG: qHTS for the HT-1080-NT fibrosarcoma cell line | Potency, µM (series often up to 46.1 µM), for the others: at the highest dose activity, negative = less viability, hits mostly cytotoxic | actives 1.6% (n = 360,000) | HT-1080-NT fibrosarcoma viability, CellTiter-Glo ATP luminescence, 48 h | AID 686970, 2013;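 also: NT is the 2HG producing partner of a matched IDH1 knockdown line; potency is read from the fitted curve at half-maximal effect; 0% = DMSO-treated cells and -100% = media-only wells without cells; nearly all actives have a fitted effect of over 55% in size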
#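 Viability by CellTiter-Glo luminescence after 48 h compound exposure at 37C of HT-1080-NT cells (750/well, RPMI, 5% FBS). % activity scaled between DMSO wells and medium-only wells, then curve-fitted and categorized by curve class.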
# Active calls of the source: *; i = inactive; ? = inconclusive; nt = not tested or not shown; & = joins results of further samples; [ ] = another dose, or the depositor's remark. Unless noted, calls follow the shape of the dose curve; as a rule, active = well fitted curve in the direction sought with a large enough effect; inconclusive = small, poorly fitted or top-dose-only effect, or another doubt; inactive = no such curve, though single readings can be large; an effect the other way counts as inactive or inconclusive.
Molecule	IL-1B inflam inh	KB-V1 MDR tox	KB-3-1 tox	ATXN viability	ATXN2 expr inh	MCF10A rereplic	SW480 rerep	HT1080 IDH1KD tx	HT1080-NT tox
O=C(c1ccc(=O)[nH]c1)N1CCCc2ccccc21	0	8%	13%	i	-2%	-5%	0%	2%	2%
N#Cc1cccc(C(=O)N(CCc2ccccc2)Cc2cccs2)c1	-5	-16%	4%	i	-14%	10%	-7%	-13%	-7%
COc1cc(C(=O)NC(=S)Nc2ccc3oc(=O)ccc3c2)cc(OC)c1OC	14	1%	-4%	i	-1%	-1%	4%	8%	13%
CCN(CC)c1ccc(C(=O)OCC(=O)Nc2cc3oc4ccccc4c3cc2OC)cc1	12	-7%	3%	i	-11%	?	?	27%	29%
CCCNC(=O)C1(C)CCN1C(=O)Cc1ccc(C(C)C)cc1 (centres undefined)	41	1%	0%	i	5%	nt	nt	2%	17%
O=C(c1ccc(S(=O)(=O)NCC2CCCO2)cc1)N1CCN(c2cccc(Cl)c2)CC1 (centres undefined)	34	0%	?	i	-30%	3%	-1%	0%	0%
O=C(c1cc(S(=O)(=O)N2CCN(c3ccccc3)CC2)ccc1Cl)N1CCCC(C(F)(F)F)C1 (centres undefined)	-8	?	?	i	-29%	8%	10%	-24%	-17%
CCc1cccc(C)c1NC(=O)C1CCN(c2nn3c(=O)cc(C)nc3s2)CC1	-20	?	0%&9%	i	-17%&-1%	-1%	3%	1%	2%
NC(=O)C1(N2CCCCC2)CCN(Cc2nc(-c3cccs3)no2)CC1	0	?	-3%	?	nt	1%	-2%	5%	30%
COc1ccc(NC(=O)Cn2c(=O)ccc3cc(S(=O)(=O)N4CCCC4)ccc32)cc1Cl	nt	-26%	-6%	i	-24%	nt	nt	nt	nt
CC(/C=C/c1ccccc1)=N\Nc1nc(C)cc(C)n1	9	?	10%	?	22%	-40%[inhibitor]	?	8%	17%
CC(C)C(NC(=O)c1ccccc1)C(=O)N1CCCCCC1 (centres undefined)	25	-5%	0%	i	3%	8%	-6%	0%	7%

# Compounds shown so far with nitrogen in an aromatic ring, in the order listed:
Molecule	IL-1B inflam inh	KB-V1 MDR tox	KB-3-1 tox	ATXN viability	ATXN2 expr inh	MCF10A rereplic	SW480 rerep	HT1080 IDH1KD tx	HT1080-NT tox
O=C(c1ccc(=O)[nH]c1)N1CCCc2ccccc21	0	8%	13%	i	-2%	-5%	0%	2%	2%
CCc1cccc(C)c1NC(=O)C1CCN(c2nn3c(=O)cc(C)nc3s2)CC1	-20	?	0%&9%	i	-17%&-1%	-1%	3%	1%	2%
NC(=O)C1(N2CCCCC2)CCN(Cc2nc(-c3cccs3)no2)CC1	0	?	-3%	?	nt	1%	-2%	5%	30%
COc1ccc(NC(=O)Cn2c(=O)ccc3cc(S(=O)(=O)N4CCCC4)ccc32)cc1Cl	nt	-26%	-6%	i	-24%	nt	nt	nt	nt
CC(/C=C/c1ccccc1)=N\Nc1nc(C)cc(C)n1	9	?	10%	?	22%	-40%[inhibitor]	?	8%	17%

# (next part)
Molecule	IL-1B inflam inh	KB-V1 MDR tox	KB-3-1 tox	ATXN viability	ATXN2 expr inh	MCF10A rereplic	SW480 rerep	HT1080 IDH1KD tx	HT1080-NT tox
Cc1ccc(S(=O)(=O)N2CCOC2CNC(=O)C(=O)NCCN2CCOCC2)cc1 (centres undefined)	17	1%	-3%	i	0%	7%	-2%	18%	13%
C(=N\Nc1nc(-c2ccccc2)cs1)/c1ccncc1	?	-17%	-2%	i	44%[activator]	-1%	-110%[inhibitor]	1%	-1%
O=C(c1cc([N+](=O)[O-])ccc1N1CCCC1)N1CCCCC1	-3	-29%	2%	?	-23%	1%	19%	-12%	-13%
Cc1ccccc1CN1C(=O)CN(S(C)(=O)=O)CC1(C)C(=O)NC(C)C (centres undefined)	?	-5%	-8%	nt	nt	nt	nt	6%	7%
C=CCN(c1ccccc1OC)S(=O)(=O)c1ccc(Cl)c(C(=O)NCc2ccco2)c1	26	-18%	-10%	?	nt	nt	nt	-1%	-2%
CC(=O)OC1CCC2(C)C(CCC3C2CC(=O)C2(C)C3CC(C3CCCC3=O)C2C(C)=O)C1 (centres undefined)	4	-1%	-4%	i	-31%	3%	-2%	23%	15%
CC(C)(C)NCC(O)COc1cccc2c1CCC(=O)N2 (centres undefined)	31	-1%	0%	i	1%&1%	-5%	2%	9%	11%
Cc1cc(NC(=O)CN(C)CC(=O)Nc2ccc(Cl)cc2)no1	19	-9%	-1%	i	nt	3%	-5%	-14%	-4%
O=C(CSc1nc(=O)n2cc(Cl)ccc2n1)Nc1ccc2c(c1)OCCO2	-4	?	7%	i	6%	13%	2%	7%	9%
CCOC(=O)c1cc2c(c(CSc3nc4ccccc4c(=O)n3Cc3ccco3)c1)OCOC2	-2	-4%	?	i	-12%	?	15%	8%	-1%
Cc1ccccc1OCCC(=O)OCC(=O)NCCc1ccc(S(N)(=O)=O)cc1	8	-8%	0%	i	1%	4%	-16%	3%	1%
CSc1ncc(C(=O)Nc2cc(C)cc(C)c2)c(-c2ccccc2)n1	nt	-9%	-8%	i	1%	nt	nt	nt	nt

# (cont.)
SMILES,IL-1B inflam inh,KB-V1 MDR tox,KB-3-1 tox,ATXN viability,ATXN2 expr inh,MCF10A rereplic,SW480 rerep,HT1080 IDH1KD tx,HT1080-NT tox
CN(c1ccc(OCC(=O)OCC(=O)Nc2ccc(F)cc2)cc1)S(=O)(=O)c1ccc(Cl)cc1,26,17%,3%,i,2%,-2%,-2%,20%,13%
COc1ccc(NC(=O)Nc2c(SC)nsc2SC)cc1,9,-13%,-2%,i,-11%,-3%,-2%,-7%,-11%
COc1ccc(N(CC(=O)NC2CCCCCC2)S(=O)(=O)c2ccc(C)cc2)cc1OC,2,?,0%,i,4%,9%,-1%,1%,-1%
CCNC(=O)CCCOc1ccc(Cl)cc1Cl,12,-29%,1%,i,30%,0%,-8%,2%,15%
CCCCn1c(N)c(N(CCC(C)C)C(=O)CCCc2nc3ccccc3s2)c(=O)[nH]c1=O,2,12%,11%,i,6%,-19%,-11%,19%,13%
COc1cc(/C=N/NC(=O)C(=O)/C=C2\NC3(CCCC3)Cc3ccccc32)ccc1O,-12,?,27%,?,-5%,10%,-3%,-25%,-18%
NS(=O)(=O)c1ccc(NC(=O)CSc2nnc3n2CCCCC3)cc1,7,13%,3%,i,nt,6%,-15%,-1%,7%
CCN1C(=O)c2ccc(-c3nc4ccccc4c(=O)o3)cc2C1=O,5,1%,1%,i,22%,-1%,0%,9%,7%

# More results:
SMILES,IL-1B inflam inh,KB-V1 MDR tox,KB-3-1 tox,ATXN viability,ATXN2 expr inh,MCF10A rereplic,SW480 rerep,HT1080 IDH1KD tx,HT1080-NT tox
CC(=O)Nc1ccc(Nc2nc(-c3c(C)nc4ccccn34)cs2)cc1,?,?,?,?,nt,?,?,2.9µM*,?
Cn1c(=O)n(Cc2ccccc2)c(=O)c2c1nc(NCC1CCCO1)n2Cc1ccccc1 (centres undefined),-17,-6%,34%,i,-9%,5%,1%,?,-23%
CCOc1ccc(NC(=O)C2CCN(C(=O)C3CC(=O)N(c4ccc(C)cc4)C3)CC2)cc1 (centres undefined),6,-3%,3%,i,-11%,-14%,9%,9%,-11%
CCc1ccc(NC(=O)CN(c2ccc(OC)cc2)S(=O)(=O)c2c(C)nn(C)c2C)cc1,20,?,-3%,i,8%,4%,-1%,-1%,3%
O=C(CCN1CCN(c2ccccc2)CC1)NNC(=O)Cc1ccc(Br)cc1,-55*,-18%,-2%,i,-1%,-15%,-30%,-17%,-17%
Cc1noc(NS(=O)(=O)c2ccc(N3Cc4ccccc4C3=O)cc2)c1C,-1,-10%,-4%,i,19%,-4%,-14%,-1%,1%
CCn1cc(S(=O)(=O)N2CCN(Cc3cccc(Cl)c3)CC2)cn1,48,?,-4%,i,-25%,-53%[inhibitor],-73%[inhibitor],0%,1%
O=C(Nc1cccc(O)c1)c1ccc(NC(=O)c2cccs2)cc1,0,-20%,-26%,i,12%,?,0%,?,-27%

# The list goes on:
SMILES,IL-1B inflam inh,KB-V1 MDR tox,KB-3-1 tox,ATXN viability,ATXN2 expr inh,MCF10A rereplic,SW480 rerep,HT1080 IDH1KD tx,HT1080-NT tox
CCCCn1nc(C(=O)Nc2cc(C(F)(F)F)ccc2N2CCOCC2)ccc1=O,-26,?,-25%,nt,nt,15%,3%,-8%,-14%
Cc1cccc(C)c1-n1c(C)cc(/C=N\NC(=O)CC(=O)NC2CCCCC2)c1C,11,-23%,-25%,i,11%,?,14%,?,?
Cc1cccc(S(=O)(=O)Nc2cc(Cl)ccc2N2CCOCC2)c1,-1,-17%,-20%,i,-17%,13%,-5%,-15%,-3%
CCOC(=O)C1C(=O)C(=O)N(C2CCCCC2)C1C(=O)OCC (centres undefined),7,-1%,-8%,i,-4%,0%,-8%,19%,12%
COc1ccc2cc(C3CC(c4ccco4)=NN3C(=O)CCC(=O)O)c(Cl)nc2c1 (centres undefined),-1,?,14%,i,23%,4%,0%,17%,10%
